Assay outcomes (PubChem)
p97 inhibitor – inhibitors of human p97 ATPase, primary screen, biochemical; 220,000 compounds, 0.42% hits; inhibition, % at 8 µM; AID 1481, 2009; recombinant p97 ATPase, Kinase-Glo ATP luminescence, 3 h; in the data active means inhibition above about 15%;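 further: 0% = DMSO vehicle and 100% = wells lacking enzyme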
NPY-Y1 antag – NPY-Y1 receptor antagonists, primary screen, cell-based | 200,000 compounds, 1% hits | Neuropeptide Y receptor type 1 (Homo sapiens), P25929 | HEK293-CNG Y1 cells, membrane potential fluorescence; NPY at EC95, then isoproterenol | inhibition, % at 3.6 µM;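 active means inhibition above the campaign mean inhibition of all tested compounds plus 3 SD, cut at about 20% in these data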;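 further: 0% = DMSO wells given NPY plus isoproterenol and 100% = isoproterenol alone without NPY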
Target sequence (P25929 whole entry, looked up): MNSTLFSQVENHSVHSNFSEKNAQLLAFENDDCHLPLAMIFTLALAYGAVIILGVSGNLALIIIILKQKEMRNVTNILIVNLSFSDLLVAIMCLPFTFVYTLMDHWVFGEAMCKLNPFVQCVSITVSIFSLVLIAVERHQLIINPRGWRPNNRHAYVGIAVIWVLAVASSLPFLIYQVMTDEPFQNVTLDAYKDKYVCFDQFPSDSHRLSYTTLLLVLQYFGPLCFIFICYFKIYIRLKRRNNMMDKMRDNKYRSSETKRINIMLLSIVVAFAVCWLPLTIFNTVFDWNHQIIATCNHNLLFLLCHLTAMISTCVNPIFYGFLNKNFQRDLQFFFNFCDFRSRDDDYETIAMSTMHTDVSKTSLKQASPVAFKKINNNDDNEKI
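material = HEK293 cells with Y1 receptor plus CNG channel | also added = NPY 25 nM then isoproterenol 1 µM plus Ro 20-1724 25 µM | schedule = dye 3 h, compound 60 min room temperature, stimulation 45 min | measured by = membrane potential fluorescence | benchmarks = high control isoproterenol alone, low control NPY with isoproterenol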
NPY-Y1 PAM-ag – NPY-Y1 receptor potentiators or agonists, primary screen, cell-based; Neuropeptide Y receptor type 1 (Homo sapiens), P25929; NPY-Y1 expressing cells, potentiator/agonist activation; activation, % at 3.6 µM; 220,000 compounds, 0.37% hits; AID 1304, 2008; in the data active means activation above about 33%, passing the limit was not always enough;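 further: cells stimulated with NPY at EC10 then isoproterenol at EC100; 0% = low agonist plus stimulus and 100% = saturating agonist plus stimulus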
EP2 mod – EP2 receptor modulators, cAMP readout, primary screen, cell-based, HTRF cAMP, PGE2 stimulation; 260,000 compounds, 0.83% hits; AID 940, 2007; Prostaglandin E2 receptor EP2 subtype (Homo sapiens), P43116; induction, % at 25 µM; EP2-expressing cells, cAMP HTRF FRET, PGE2 co-stimulation;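 active means compounds whose cAMP rise, as percent of the full-agonist control response, exceeds 60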;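 further: rat C6 glioma line stably carrying human EP2 under a CMV promoter; the protocol text gives 20 µM as final concentration; 100% = response of wells given 1 µM PGE2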
NPY2 pot ag – NPY-Y2 potentiators or agonists, primary screen, cell-based; cells expressing NPY-Y2, potentiator/agonist read-out; activation, % at 3.6 µM; Neuropeptide Y receptor type 2 (Homo sapiens), P49146; 220,000 compounds, 0.45% hits; in the data active means activation above about 27%;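 further: cells stimulated with NPY near EC25 plus isoproterenol at EC100; 0% = vehicle plus submaximal agonist and 100% = vehicle plus saturating agonist; some results beyond the cut were filed as inactive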
Target sequence (P49146 whole entry, looked up): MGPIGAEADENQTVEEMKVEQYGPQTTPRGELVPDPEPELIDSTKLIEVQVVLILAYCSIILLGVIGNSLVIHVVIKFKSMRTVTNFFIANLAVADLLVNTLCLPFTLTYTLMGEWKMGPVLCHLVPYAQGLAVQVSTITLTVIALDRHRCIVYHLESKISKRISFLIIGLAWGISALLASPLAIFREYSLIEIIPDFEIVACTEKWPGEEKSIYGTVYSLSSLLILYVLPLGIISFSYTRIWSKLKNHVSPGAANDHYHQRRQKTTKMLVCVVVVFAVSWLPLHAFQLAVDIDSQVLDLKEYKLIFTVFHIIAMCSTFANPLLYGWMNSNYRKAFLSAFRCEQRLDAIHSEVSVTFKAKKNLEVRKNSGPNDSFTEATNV
eIF4E 4G PPI – eIF4E–eIF4G protein interaction inhibitors, primary screen, biochemical, uHTS, TR-FRET, eIF4GI fragment; Eukaryotic translation initiation factor 4E (Mus musculus) + Eukaryotic translation …; TR-FRET eIF4E-eIF4GI(517-606) binding, 2 h; inhibition, % at 21.7 µM; 220,000 compounds, 0.37% hits; AID 782, 2007;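 active means inhibition above about 30%, limit read from the data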;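 further: 0% = full FRET control wells and 100% = background wells lacking eIF4GI fragment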
S1P4 ag – S1P4 receptor agonists, primary screen, cell-based; S1P4-expressing cell line, agonist reporter assay; activation, % at 4.98 µM; 220,000 compounds, 0.35% hits; AID 1509, 2009; in the data active means activation above about 11%;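 further: 0% = DMSO vehicle and 100% = reference agonist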
PGE2 EP2 inh – human EP2 receptor antagonists, primary screen, TR-FRET cAMP, C6 glioma cells; C6 glioma cells expressing human EP2; cells stimulated with saturating PGE2; inhibition, % at 25 µM; 260,000 compounds, 0.52% hits;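 active means percent inhibition above 40 after rounding to a whole number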;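 further: rat C6 glioma host cells with rolipram phosphodiesterase inhibitor present; the protocol text gives 20 µM as final concentration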
S1P4 antag – S1P4 receptor antagonists, primary screen, cell-based | Sphingosine 1-phosphate receptor 4 (Homo sapiens), O95977 | AID 1510, 2009 | inhibition, % at 4.98 µM | S1P4-expressing cells, antagonist mode, reporter read-out | 220,000 compounds, 0.26% hits; in the data active means inhibition above about 29%;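 further: 0% = wells stimulated with agonist and 100% = vehicle wells without agonist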
Active calls of the source: *; · = not tested or not shown; & = joins results of further samples; [ ] = dose if it differs, or a comment. These rows are one share of the data. The share of hits here may be higher or lower than overall.

SMILES | p97 inhibitor | NPY-Y1 antag | NPY-Y1 PAM-ag | EP2 mod | NPY2 pot ag | eIF4E 4G PPI | S1P4 ag | PGE2 EP2 inh | S1P4 antag
C=CCn1c(SCC(=O)/C(C#N)=C(\C)N)nc2sc(C)c(C)c2c1=O | 5 | -3 | -16 | 2 | -6 | 5 | 0.4 | 17 | -5
O=C(Cc1ccc(-n2c(=O)c3ccccc3n(Cc3ccccc3Cl)c2=O)cc1)NCC1CCCO1 (stereo unspecified) | 5 | 4 | -3 | 28 | -9 | -1 | 0.5 | 9 | -3
CCOC(=O)C1=C(CC)Nc2ccccc2N=C1N | 8 | -6 | -6 | -5 | 15 | 1 | 1.0 | 6 | -2
O=c1cc(CSc2nnc(COc3cccc4ccccc34)o2)c2ccccc2[nH]1 | 4 | · | -22 | -21 | 4 | 3 | -2.9 | 9 | -3
CCOC(=O)C(=Cc1ccc(-n2cncn2)cc1)C(=O)OCC | 2 | 2 | 2 | -33 | 1 | 0 | 0.5 | 2 | 19
O=C(CSc1nc2ccccc2n1Cc1ccccc1Cl)N/N=C/c1ccccc1C(=O)O | -5 | · | -4 | 17 | -38 | 8 | 1.0 | 11 | 11
CCOC(=O)c1c(N)sc(C(=O)OCCOC)c1C | -9 | 3 | -27 | -21 | -6 | -1 | 0.1 | 11 | 6
CCOC(=O)c1c(Nc2ccccc2N)cc(C)nc1C | -1 | 7 | -19 | 8 | 1 | -1 | 0.8 | 2 | -14
Cc1nc2ccc(NC(=O)c3ccc(Cl)s3)cc2s1 | -6 | -1 | 4 | -34 | -1 | 1 | -3.0 | 19 | -7
CCOc1ccc(Br)cc1S(=O)(=O)N1CCCC1 | 4 | 9 | -20 | 41 | 3 | -3 | 1.7 | 11 | 6
Cc1ccc2[nH]c3c(=O)n(CCCN4CCN(C)CC4)cnc3c2c1 | 4 | -2 | 9 | -9 | 15 | 1 | 2.9 | 8 | -13
Cc1c(C(=O)OCCOC(C)C)[nH]c2c1C(=O)CC(c1ccco1)C2 (stereo unspecified) | 3 | 6 | -13 | 1 | 5 | -2 | -1.1 | 9 | 15
CCCNC(=O)NC(C)C12CC3CC(CC(C3)C1)C2 (stereo unspecified) | -6 | -1 | -4 | 21 | -5 | 4 | 1.8 | 6 | 12
Cc1ccc(C)c(OCC(=O)N/N=C/c2c(C)nn(-c3ccccc3)c2Cl)c1 | -5 | 21* | -5 | 32 | -18 | 0 | -3.1 | · | 9
O=C(COC(=O)c1c[nH]c(=O)[nH]c1=O)Nc1ccccc1F | 4 | 0 | 7 | 11 | 6 | -4 | 1.2 | 3 | 5
S=C(NCCc1ccccc1)N1CCn2cccc2C1c1cccnc1 (stereo unspecified) | -2 | 1 | 13 | -54 | 0 | 1 | 2.2 | 8 | -1
Cc1ccc(NC(=O)CC2Nc3ccccc3NC2=O)cc1Cl (stereo unspecified) | 8 | 1 | 8 | · | 11 | · | 1.5 | 24 | -6
COc1ccc(S(=O)(=O)NC(C)C(=O)Nc2cccc([N+](=O)[O-])c2)cc1 (stereo unspecified) | -1 | -2 | 1 | 1 | 7 | 0 | -3.1 | 10 | 5
COc1ccc(/C=C2\CCc3ccccc3C2=O)cc1Cn1cccn1 | -8 | 5 | -2 | -6 | -11 | 4[fluorescence artefact?] | 0.3 | 7 | 8
N#Cc1c[nH]n2c(=O)c3c(nc12)CCC3 | 9 | 8 | 7 | -15&16 | -7 | 1 | -0.3 | 12&4 | 1
O=C(Cc1ccccc1)N1CCN=C1SCc1ccc([N+](=O)[O-])cc1 | 5 | 0 | 10 | 11 | 4 | 3 | -0.1 | 2 | -1
CNC(=O)C1CC(=O)N(c2ccc(C)cc2)C1 (stereo unspecified) | 3 | -3 | -3 | -4 | -4 | -4 | 0.3 | 6 | 2
CCNc1nc(SCC(=O)OC)nc(N(C)C)n1 | 3 | 5 | 1 | -12&-5 | 6 | -3 | 1.0 | 4&4 | -25
CCOC(=O)c1sc(NC(=O)C2CC2)cc1C | 3 | -7 | 12 | -2 | 0 | 4 | 1.7 | 16 | -14
O=C(CN1c2ccccc2Sc2ccccc21)N/N=C/c1ccc(Cl)cc1 | -4 | · | 34 | 44 | -6 | -4 | -1.3 | 9 | 2
CC(C)(C)NC(=O)c1cc(Cl)ccc1[N+](=O)[O-] | 2 | -4 | 0 | 20 | 13 | -4 | -0.8 | 6 | -3
CCCC(=O)NC(=S)Nc1cccc(C(C)=O)c1 | 0 | 1 | -3 | 20 | 3 | 2 | 1.1 | · | 3
CCc1c(O)nc(SCC(=O)c2ccccc2)n(-c2ccccc2)c1=O | 3 | · | 18 | 19 | -2 | -7 | -0.4 | 7 | 0
Cc1ccc(S(=O)(=O)N(C)CCCC(=O)NCc2ccc3c(c2)OCO3)cc1 | 0 | 2 | -1 | 13 | 2 | 6 | -2.5 | 14 | -4
O=C(Cc1ccccc1)NNC(=O)c1ccccc1C(=O)O | 0 | · | 11 | -3 | -29 | -2 | 1.3 | 6 | -9
Cc1ccc(C(=O)Cn2c(-c3ccccc3)noc2=O)cc1 | 0 | 2 | -1 | -37 | -12 | 1 | 0.5 | 11 | 5
CCN(c1ccccc1)c1nc(C#N)nc(N(CC)c2ccccc2)n1 | -2 | · | 13 | 42 | -19 | -3 | -0.5 | 4 | -11
COc1ccc(CCNC(=O)CSc2nnc3ccc(-c4ccncc4)nn23)cc1 | 5 | 8 | 8 | 14 | -1 | 0 | 1.3 | 2 | 1
Cc1ccc(N2C(=O)[C@@H]3[C@H](C2=O)[C@H]2C=CC=NN2[C@@H]3C(=O)Nc2ccccc2)cc1 | 8 | · | -13 | 4 | 10 | 0 | -0.6 | 8 | -5
COc1ccc(Br)cc1C(=O)Nc1cccc(-c2nnc(-c3ccco3)o2)c1 | 1 | -5 | 6 | · | 1 | · | -2.8 | 5 | -12
O=c1oc2ccccc2cc1NCc1ccccc1O | 3 | 2 | 9 | 0 | -4 | 5[fluorescence artefact?] | 1.1 | 5 | -13
O=Cc1cc2ccccc2nc1SCCCF | 3 | 1 | -21 | 48 | -7 | 6 | 0.6 | 4 | 5
Brc1ccc(/C=N/Nc2ccccc2)cc1 | 1 | 12 | 2 | 30 | 3 | 21 | -0.1 | 3 | -13
Nc1nc2ccc(Cl)cc2c2nc(-c3ccco3)nn12 | 2 | -1 | -5 | -20 | -7 | -5 | 1.4 | 27&19 | 12
COc1ccc(C)cc1-n1c(-c2ccncc2)n[nH]c1=S | -4 | 1 | -1 | 0 | 0 | -3 | 0.9 | 13 | 0

8 of these compounds, set out differently:
| Molecule | p97 inhibitor | NPY-Y1 antag | NPY-Y1 PAM-ag | EP2 mod | NPY2 pot ag | eIF4E 4G PPI | S1P4 ag | PGE2 EP2 inh | S1P4 antag |
| --- | --- | --- | --- | --- | --- | --- | --- | --- | --- |
| C=CCn1c(SCC(=O)/C(C#N)=C(\C)N)nc2sc(C)c(C)c2c1=O | 5 | -3 | -16 | 2 | -6 | 5 | 0.4 | 17 | -5 |
| O=C(Cc1ccc(-n2c(=O)c3ccccc3n(Cc3ccccc3Cl)c2=O)cc1)NCC1CCCO1 (stereo unspecified) | 5 | 4 | -3 | 28 | -9 | -1 | 0.5 | 9 | -3 |
| CCOC(=O)C1=C(CC)Nc2ccccc2N=C1N | 8 | -6 | -6 | -5 | 15 | 1 | 1.0 | 6 | -2 |
| O=c1cc(CSc2nnc(COc3cccc4ccccc34)o2)c2ccccc2[nH]1 | 4 | · | -22 | -21 | 4 | 3 | -2.9 | 9 | -3 |
| CCOC(=O)C(=Cc1ccc(-n2cncn2)cc1)C(=O)OCC | 2 | 2 | 2 | -33 | 1 | 0 | 0.5 | 2 | 19 |
| O=C(CSc1nc2ccccc2n1Cc1ccccc1Cl)N/N=C/c1ccccc1C(=O)O | -5 | · | -4 | 17 | -38 | 8 | 1.0 | 11 | 11 |
| CCOC(=O)c1c(N)sc(C(=O)OCCOC)c1C | -9 | 3 | -27 | -21 | -6 | -1 | 0.1 | 11 | 6 |
| CCOC(=O)c1c(Nc2ccccc2N)cc(C)nc1C | -1 | 7 | -19 | 8 | 1 | -1 | 0.8 | 2 | -14 |

Later entries
SMILES | p97 inhibitor | NPY-Y1 antag | NPY-Y1 PAM-ag | EP2 mod | NPY2 pot ag | eIF4E 4G PPI | S1P4 ag | PGE2 EP2 inh | S1P4 antag
CC(=O)Nc1cc(C(=O)c2ccccc2)ccc1N1CCOCC1 | 0 | 2 | -15 | 3 | -8 | -7 | -1.7 | 14 | -10
CCNC(=O)/C=C/c1ccccc1[N+](=O)[O-] | 6 | 0 | -2 | -5 | -9 | 2 | 0.6 | 4 | -11
CC(C(c1cccs1)c1c(N)n(C)c(=O)n(C)c1=O)[N+](=O)[O-] (stereo unspecified) | 5 | · | 2 | 4 | -6 | -1 | 0.6 | 8 | -4
O=[N+]([O-])c1ccccc1S(=O)(=O)N1CCN(CC2CC3C=CC2C3)CC1 (stereo unspecified) | 10 | 0 | 19 | -31 | -2 | 4 | -2.8 | 5 | 10
N/C(CN1CCCC1=O)=N\O | -1 | -2 | -17 | 18 | 2 | -11 | 0.4 | 8 | -9
CCSC1=C(C#N)C(c2cccc(O)c2)CC(=O)N1 (stereo unspecified) | -3 | 1 | 5 | 0 | -7 | -2[fluorescence artefact?] | 0.8 | 4 | -13
CCCCOC(=O)c1nc[nH]c1C(=O)OCCCC | 2 | 2 | 2 | -21 | 10 | -1 | 3.1 | 4 | -16
COc1ccccc1N1CCN(C2CCN(S(=O)(=O)c3ccc4ccccc4c3)CC2)CC1 | -2 | -1 | 2 | -16 | -19 | 7 | 1.1 | 4 | -7
O=C(CSc1nc(-c2ccco2)cc(C(F)(F)F)n1)NCCCn1ccnc1 | -3 | 5 | -7 | -12&-5 | 4 | -2 | 2.0 | 6&13 | 9
Cc1ccccc1Oc1ncccc1C(=O)/C(C#N)=C/N(C)C | 2 | -1 | -7 | 0 | 2 | 2 | -2.2 | 4 | -2
COc1ccc(O)c(C2NC(CC(C)C)(C(=O)O)C3C(=O)N(Cc4ccccc4)C(=O)C23)c1 (stereo unspecified) | 0 | 2 | -1 | 16 | -4 | 2 | 1.1 | 5 | -16
COc1ccc(/C=C/C(=O)CC(O)(c2ccccc2)C(F)(F)F)cc1 (stereo unspecified) | 1 | 11 | 9 | -12 | 9 | 2 | -0.1 | 8 | 11
CCN(CC)S(=O)(=O)c1ccc(N2CCCC2)c(NC(=O)C2CCCCC2)c1 | -3 | · | -11 | -16 | -16 | -4 | 0.6 | 6 | -15
